# Screening data as filed in PubChem BioAssay.
# FN deposit inh = fibronectin deposition inhibition. AH1F fibroblasts, Alexa488-fibronectin deposition fluorescence, overnight. inhibition, % at 12.6 µM. hit rate 0.086% among 350,000;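 active = mean inhibition across replicates of 30% or more, regardless of how many single replicates reach that level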;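 also: positive control wells lacked labelled fibronectin entirely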
#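 test system = AH1F fibroblasts assembling fluorescent fibronectin matrix | quantity = 10000 AH1F cells per well | buffer or medium = DMEM plus 2% serum, read in PBS | doses = single dose, pinned | incubation = 1 h cell attachment, overnight exposure to compound and label | detection = fluorescence at 485 nm excitation, 525 nm emission | read-out basis = inhibition from reduced deposited-fibronectin fluorescence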
# PGC1a acetyl inh = lowers PGC1a acetylation signal in U2OS cells. AlphaScreen anti-acetyl-lysine; with virally co-expressed GCN5 acetyltransferase. inhibition, % at 15.6 µM. hit rate 0.17% among 350,000. AID 651687;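 active = every replicate shows inhibition of at least 40%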;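 also: 0% = neutral control wells and 100% = positive control wells; some results beyond the cut were filed as inactive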
# LGR2 inh = Drosophila LGR2 receptor signaling inhibition. HEK293 LGR2, CRE-luciferase, bursicon-stimulated, 4 h. inhibition, % at 9.99 µM. hit rate 0.35% among 380,000. AID 720647;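 active = drop in luminescence signal, shown as inhibition above about 50% in the replicate tests, limit read from the data, passing the limit was not always enough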;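 also: agonist challenge used bursicon conditioned medium at about half maximal strength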
# S100A4 inh HTS = inhibitors of human S100A4 binding to myosin IIA peptide; P26447; S100A4/TAMRA-MyoIIA peptide fluorescence polarization; inhibition, % at 10.7 µM; hit rate 0.14% among 360,000; AID 652163;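 active = mean inhibition of at least 70% across replicates, with every replicate also reaching that level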
# Target sequence (P26447 whole entry, looked up): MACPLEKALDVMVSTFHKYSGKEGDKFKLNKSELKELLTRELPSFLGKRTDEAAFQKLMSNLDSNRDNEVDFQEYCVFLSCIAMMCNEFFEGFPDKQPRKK
#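 System – human S100A4 monomer protein, biochemical binding assay · Buffer or medium – Calcium-containing HEPES buffer, pH 7.2 · Timing – 5 min between mix addition and reading · Also added – TAMRA-labelled myosin IIA heavy-chain peptide probe, 5 nM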
# ERAP1 inh = inhibitors of human ERAP1 aminopeptidase | recombinant ERAP1, Leu-AMC fluorescence, 60 min | inhibition, % at 10.7 µM | Q9NZ08 | hit rate 0.15% among 340,000 | AID 652197;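 active = mean replicate inhibition of at least 30%, or all replicates individually reaching that 30% level; inactive = mean below 30% and not every replicate reaching it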;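 also: 0% = neutral control wells and 100% = L-leucinethiol positive control wells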
# Target sequence (Q9NZ08 whole entry, looked up): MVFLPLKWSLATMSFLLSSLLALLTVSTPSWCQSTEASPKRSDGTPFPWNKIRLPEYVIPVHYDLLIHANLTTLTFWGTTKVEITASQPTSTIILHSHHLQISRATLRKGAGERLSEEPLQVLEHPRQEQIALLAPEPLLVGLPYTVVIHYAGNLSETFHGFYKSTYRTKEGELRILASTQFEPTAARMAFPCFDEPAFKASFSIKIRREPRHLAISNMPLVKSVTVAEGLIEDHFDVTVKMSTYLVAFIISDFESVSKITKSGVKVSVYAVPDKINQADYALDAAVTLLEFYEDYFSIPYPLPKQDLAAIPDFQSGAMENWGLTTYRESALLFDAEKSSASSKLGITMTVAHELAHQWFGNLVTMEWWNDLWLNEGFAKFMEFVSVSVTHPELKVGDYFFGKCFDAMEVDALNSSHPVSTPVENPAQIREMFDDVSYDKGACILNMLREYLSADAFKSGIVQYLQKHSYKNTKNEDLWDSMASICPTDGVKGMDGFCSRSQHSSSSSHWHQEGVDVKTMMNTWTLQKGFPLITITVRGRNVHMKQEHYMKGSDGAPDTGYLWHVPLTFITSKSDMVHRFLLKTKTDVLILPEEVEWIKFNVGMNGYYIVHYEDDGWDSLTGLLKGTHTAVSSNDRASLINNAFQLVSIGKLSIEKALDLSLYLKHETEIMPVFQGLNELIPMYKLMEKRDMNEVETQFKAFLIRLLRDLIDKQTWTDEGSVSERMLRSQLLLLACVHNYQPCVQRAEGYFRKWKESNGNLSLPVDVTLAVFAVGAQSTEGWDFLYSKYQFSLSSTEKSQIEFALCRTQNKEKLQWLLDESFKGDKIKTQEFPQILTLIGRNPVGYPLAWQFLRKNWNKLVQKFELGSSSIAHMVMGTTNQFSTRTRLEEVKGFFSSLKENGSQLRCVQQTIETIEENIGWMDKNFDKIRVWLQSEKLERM
# PglD DTNB = inhibitors of Campylobacter jejuni PglD acetyltransferase; purified PglD enzyme, DTNB colorimetric CoA detection; hit rate 0.098% among 360,000; AID 602405; inhibition, % at 12.5 µM; in the data active = inhibition above about 16%, passing the limit was not always enough; also: strong numbers were not always called active
# PAX8 inh HTS = inhibitors of PAX8 transcriptional activity in RMG-I cells; inhibition, % at 12.6 µM; RMG-I TPO-luciferase reporter, SteadyGlo, 24 h; hit rate 1.2% among 360,000;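 active = mean replicate inhibition at least 60% with every replicate also reaching 60%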;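 also: luciferase light reporting Pax8 driven TPO promoter activity; plate controls were median of neutral control wells for no effect and mitoxantrone controls for full effect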
# EWS-Fli inh = blocks EWS/Fli oncoprotein-driven transcription; A673 NR0B1-luciferase reporter, viability-normalised; inhibition, % at 12.6 µM; hit rate 0.67% among 350,000; AID 651661;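 active = mean inhibition of at least 50% after viability correction, with every replicate also passing that limit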;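 also: firefly luciferase signal divided by Alamar Blue viability fluorescence both relative to DMSO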
# Numbers without * were called inactive; / = not tested or not shown.
# Order of results: FN deposit inh	PGC1a acetyl inh	LGR2 inh	S100A4 inh HTS	ERAP1 inh	PglD DTNB	PAX8 inh HTS	EWS-Fli inh
1: COc1ccc(NC(=O)N[C@@H]2C=C[C@@H](CC(=O)NC3CCC3)O[C@@H]2CO)cc1
→ /	3	1	4	-2	3	-5	4
2: Cc1ccc(CNC(=O)[C@@H](NC(=O)C2CCN(C(=O)[C@@H](N)CC(C)C)CC2)C(C)C)cc1
→ /	-3	-3	-7	-2	1	/	-1
3: COc1ccc(-c2nc(N)n(C(=O)c3ccccc3Cl)n2)cc1
→ 12	-10	-9	/	/	-1	2	/
4: COc1cccc(-c2oc3c(c2C(=O)OCCN2CCCCC2)C(O)CCC3)c1 (centres undefined)
→ /	/	-65	6	/	/	-25	-81
5: CCC(=O)N1CCC2(CC1)CN(S(C)(=O)=O)[C@H](CO)c1c2c2ccc(OC)cc2n1C
→ /	10	6	1	1	/	/	-2
6: COc1ccc(NC(=O)Nc2ccc3c(c2)CC(=O)N([C@H](C)CO)C[C@@H](C)[C@H](CN(C)Cc2ccc(C(F)(F)F)cc2)O3)cc1
→ /	-6	4	/	/	0	13	7
7: CCOc1ccc(CN2CCN(C(=O)c3cccc4ccccc34)CC2)cc1
→ 5	-4	-1	5	-3	2	-1	21
8: CCc1c(O)nc(SCC(=O)Nc2ccccc2)n(C(C)CC)c1=O (centres undefined)
→ /	3	0	-4	-1	6	/	-1
9: O=C(C[C@H]1CC[C@H]2[C@@H](COC[C@H](O)CN2C(=O)c2ccccc2)O1)NCCCN1CCOCC1
→ -8	9	-17	/	2	-1	0	-9
10: C[C@@H]1CCCCO[C@@H](CN(C)C(=O)Nc2ccc(C(F)(F)F)cc2)[C@H](C)CN([C@@H](C)CO)C(=O)c2cc(NC(=O)Nc3cccc4ccccc34)ccc2O1
→ -8	/	-3	7	1	-2	11	-14
11: COC(=O)C[C@@H]1CC[C@H]2[C@H](COc3ccc(NC(=O)Nc4ccccc4C)cc3C(=O)N2C)O1
→ 2	1	-14	10	-3	-1	-1	27
12: COc1ccc(C(O)c2ncc(-c3ccccc3F)[nH]2)cc1 (centres undefined)
→ 6	/	-9	-7	-1	-8	-22	-30
13: COc1ccccc1OCCCn1c(C)c(C#N)c2ccccc21
→ -1	-14	/	/	/	-1	16	/
14: CN(CC(=O)Nc1ccc(N2CCOCC2)cc1)C(=O)c1cc(S(=O)(=O)N(C)C)ccc1Cl
→ 4	-1	2	1	6	-1	-3	-5
15: Cc1nc(C)n(CC(O)COc2ccc3cc(Br)ccc3c2)n1 (centres undefined)
→ 2	2	10	/	/	1	/	/
16: N#CCC(=O)Nc1ccc(C(=O)NCC(c2ccco2)N2CCCCC2)cc1 (centres undefined)
→ -7	-5	/	-7	3	/	1	-9
17: CCCNC(=O)N1C[C@H]2[C@@H](c3ccccc31)[C@@H](CO)N2Cc1cccc(OC)c1
→ -2	10	8	-4	-2	0	13	-4
18: COC(=O)N/N=C/c1cc(C)n(-c2ccccc2)c1C
→ 20	-1	-2	1	1	/	-42	-26
19: COc1ccc(CN(C)CC(=O)Nc2ccccc2C(=O)NC2CC2)cc1F
→ -3	-9	-1	6	-1	-1	2	-3
20: COc1ccc(S(=O)(=O)Nc2ccc3c(c2)C(=O)N([C@H](C)CO)C[C@@H](C)[C@@H](CN(C)S(=O)(=O)c2cccs2)O3)cc1
→ -8	-5	-6	1	-1	-2	/	13
21: COc1cc(O)c2c(=O)cc(-c3ccccc3)oc2c1
→ /	-5	-86	0	1	-6	/	-49
22: COc1ccc(C(=O)N/N=C/c2ccc(SC)cc2)cc1
→ 3	/	-28	5	10	/	-29	-17
23: O=C(CC1C(=O)NCCN1CC1CCCCC1)NCc1ccc(Cl)cc1 (centres undefined)
→ -6	/	3	8	-2	/	1	-2
24: CCOc1ccccc1NC(=O)COC(=O)C1CC(=O)N(c2c(C)cccc2C)C1 (centres undefined)
→ 8	13	-9	-2	-3	-11	4	-1
25: O=C(CNC(=O)c1ccco1)Nc1ccncc1
→ -2	/	-10	-12	1	3	/	2
26: O=C(C1Cc2ccccc2CN1C(=O)c1ccccc1)N1CCN(c2ccccc2)CC1 (centres undefined)
→ -1	-4	3	-1	7	-7	-24	-16
27: O=C(CN1C(=O)c2ccccc2C1=O)Nc1ccccc1C(F)(F)F
→ 2	3	-5	3	2	1	7	-2
28: C[C@@H]1CCCCO[C@H](CN(C)CC2CC2)[C@H](C)CN([C@H](C)CO)C(=O)c2cc(NS(=O)(=O)c3ccccc3)ccc2O1
→ /	7	-2	28	0	/	-27	-1
29: CCOC1=C2CN(S(=O)(=O)c3ccc(C)cc3)C(c3ccccc3)CC2N(S(=O)(=O)c2ccc(C)cc2)C(c2ccc(Br)cc2)C1 (centres undefined)
→ -6	/	15	-3	-5	/	-13	6
30: Clc1ccc(Nc2nc(-c3cccs3)cs2)nc1
→ /	12	-26	-1	4	2	/	-51
31: CN1C(=O)c2cc(NC(=O)C3CCCC3)ccc2OC[C@H]2O[C@@H](CC(=O)NCc3ccccc3F)CC[C@@H]21
→ 9	/	4	1	2	/	-10	-10
32: Cc1csc(=NC(=O)c2ccccc2)n1C
→ -10	1	/	/	/	-1	-122	/
33: COc1ccc(C2NC(=O)CCC2[N+](=O)[O-])c(OC)c1OC (centres undefined)
→ 2	-3	5	-9	1	-3	17	11
34: COCCCNC(=O)CN1C(=O)CSc2ccc(S(=O)(=O)N3CCOCC3)cc21
→ 19	-9	-3	0	-2	7	-11	/
35: Cc1csc(NC(=O)CSc2sc3c(O)cc(=O)[nH]c3c2C#N)n1
→ 13	/	-5	0	0	-1	4	5
36: CCOc1ccc(C(C)=O)cc1CN1C(=O)NC2(CCCCCC2)C1=O
→ -17	/	-11	3	0	-5	-5	5
37: CC(C)NC(=O)N(C)C[C@@H]1Oc2ccc(NC(=O)Nc3ccc(F)cc3)cc2C(=O)N([C@H](C)CO)C[C@H]1C
→ /	-8	-12	2	1	0	3	-3
38: CCn1c(NC(=O)c2cccs2)c(-c2cccs2)c(=O)c2ccccc21
→ -5	-16	/	/	/	-3	17	/
39: C[C@@H]1CN([C@H](C)CO)C(=O)c2cc(NC(=O)CCC(F)(F)F)ccc2O[C@H]1CN(C)Cc1ccc(C(=O)O)cc1
→ /	2	-27	-57	-1	-2	5	0
40: Cc1ccc(NC(=O)CNC(=O)c2sc3ccccc3c2Cl)nc1
→ -4	4	-28	8	-2	1	-4	8
41: CCN1C(=O)[C@H]2[C@@H](c3ccc(-c4ccc(OC)cc4)cc3)N[C@@](CC(C)C)(C(=O)OC)[C@H]2C1=O
→ 0	/	12	-3	2	2	-3	-6
42: CCNC(=S)NNC(=O)CCn1c2ccccc2c2ccccc21
→ 5	3	/	/	/	-6	-14	/
43: CC(=O)Nc1ccc(NC(=O)C2CCCN2C(=O)NC2CCCCC2)cc1 (centres undefined)
→ -20	-2	4	2	-2	-12	9	-17
44: COc1cccc(-c2ccc([C@H]3[C@@H](CO)N4C(=O)CN(C(=O)C5CCCC5)C[C@@H]34)cc2)c1
→ -14	-15	36	5	6	/	-10	-6
45: O=C(O)/C=C/c1cn(-c2ccccc2)nc1-c1cc2ccccc2o1
→ -2	0	-32	-2	4	/	-27	-14
46: O=C(Nc1ccc(O)cc1)C1CCCN1S(=O)(=O)c1ccc(F)cc1 (centres undefined)
→ -12	1	-4	7	/	4	-24	6
47: COC(=O)C(Cc1ccc(O)cc1)NC(=O)CCNC(=O)c1ccco1 (centres undefined)
→ 5	2	4	-2	0	0	2	4
48: CN(C)c1ccc(CNn2cnnc2)cc1
→ 1	6	-18	-1	0	2	/	/
49: C[C@@H]1CN([C@@H](C)CO)C(=O)CCCn2cc(nn2)CO[C@@H]1CN(C)S(=O)(=O)c1ccc2c(c1)OCCCO2
→ -1	-4	-2	-112	-3	2	-6	4
50: O=C(c1ccc(N2CCOCC2)c([N+](=O)[O-])c1)N1CCN(c2ccccc2)CC1
→ 11	1	1	0	3	-5	6	1
51: N#C/C(=C\c1ccccc1)C(=O)Nc1cc(S(=O)(=O)N2CCOCC2)ccc1N1CCCC1
→ -6	/	-18	1	0	/	10	-76
52: Cc1oc(-c2cccs2)nc1CN1CCN(CCC(C)C)C(CCO)C1 (centres undefined)
→ -11	/	-1	-4	-3	/	6	6
53: O=C(COC(=O)c1cnccn1)NCCc1ccc(Cl)cc1
→ -8	0	-7	-2	-5	4	-7	-2
54: CCC(C)Nc1nc2c(c(=O)n(C)c(=O)n2C)n1C (centres undefined)
→ 5	5	0	2	/	0	21	0
55: COc1ccc(C(=O)OCC(=O)c2c(N)n(C)c(=O)n(C)c2=O)c(OC)c1OC
→ 2	7	3	7	0	-2	-5	2
56: CCn1nc(C)c(CN2CCN(Cc3ccsc3)C(CCO)C2)c1C (centres undefined)
→ -1	/	12	0	3	/	3	7
57: O=C1CC(N2CCN(c3ccccc3O)CC2)C(=O)N1Cc1ccccc1 (centres undefined)
→ /	13	3	26	-4	-7	4	2
58: COc1ccc(S(=O)(=O)N2CCCCCC2)cc1NC(=O)Cc1n[nH]c(=O)c2ccccc12
→ -6	/	4	0	-8	/	14	9
59: O=C(NC(=S)Nc1ccc(O)cc1)c1ccccc1Cl
→ 0	-13	-11	-1	3	-3	-57	10
60: Cc1ccc(N=C2SC(C(=O)O)CC(=O)N2C)cc1C (centres undefined)
→ -4	-11	6	1	1	-5	-8	2

# 13 entries from above, ordered by SMILES length, low to high:
# Order of results: FN deposit inh	PGC1a acetyl inh	LGR2 inh	S100A4 inh HTS	ERAP1 inh	PglD DTNB	PAX8 inh HTS	EWS-Fli inh
25: O=C(CNC(=O)c1ccco1)Nc1ccncc1
→ -2	/	-10	-12	1	3	/	2
59: O=C(NC(=S)Nc1ccc(O)cc1)c1ccccc1Cl
→ 0	-13	-11	-1	3	-3	-57	10
18: COC(=O)N/N=C/c1cc(C)n(-c2ccccc2)c1C
→ 20	-1	-2	1	1	/	-42	-26
15: Cc1nc(C)n(CC(O)COc2ccc3cc(Br)ccc3c2)n1 (centres undefined)
→ 2	2	10	/	/	1	/	/
8: CCc1c(O)nc(SCC(=O)Nc2ccccc2)n(C(C)CC)c1=O (centres undefined)
→ /	3	0	-4	-1	6	/	-1
47: COC(=O)C(Cc1ccc(O)cc1)NC(=O)CCNC(=O)c1ccco1 (centres undefined)
→ 5	2	4	-2	0	0	2	4
35: Cc1csc(NC(=O)CSc2sc3c(O)cc(=O)[nH]c3c2C#N)n1
→ 13	/	-5	0	0	-1	4	5
16: N#CCC(=O)Nc1ccc(C(=O)NCC(c2ccco2)N2CCCCC2)cc1 (centres undefined)
→ -7	-5	/	-7	3	/	1	-9
4: COc1cccc(-c2oc3c(c2C(=O)OCCN2CCCCC2)C(O)CCC3)c1 (centres undefined)
→ /	/	-65	6	/	/	-25	-81
51: N#C/C(=C\c1ccccc1)C(=O)Nc1cc(S(=O)(=O)N2CCOCC2)ccc1N1CCCC1
→ -6	/	-18	1	0	/	10	-76
17: CCCNC(=O)N1C[C@H]2[C@@H](c3ccccc31)[C@@H](CO)N2Cc1cccc(OC)c1
→ -2	10	8	-4	-2	0	13	-4
2: Cc1ccc(CNC(=O)[C@@H](NC(=O)C2CCN(C(=O)[C@@H](N)CC(C)C)CC2)C(C)C)cc1
→ /	-3	-3	-7	-2	1	/	-1
31: CN1C(=O)c2cc(NC(=O)C3CCCC3)ccc2OC[C@H]2O[C@@H](CC(=O)NCc3ccccc3F)CC[C@@H]21
→ 9	/	4	1	2	/	-10	-10
